From PubChem BioAssay
mHTT CaM bind: disrupts binding of mutant huntingtin to calmodulin; P42858; 3.6% of 190,000 active; AlphaScreen His-mHTT/GST-CaM binding, luminescence; inhibition, % at 15 µM;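 further: 0% = both proteins with DMSO and 100% = one protein alone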
Pf apPOL inh: Pf-apPOL DNA polymerase inhibition | 0.25% of 210,000 active | inhibition, % at 10 µM | AID 1794808 | Recombinant Pf-apPOL, molecular beacon fluorescence, 1.5 h
An asterisk follows results filed as active; / = no result given; & = joins results of further samples. No stated cut-off is given here; in the data, active means inhibition above about 50%; inactive means the rest.

SMILES	mHTT CaM bind	Pf apPOL inh
CN(C)CCN(C)C1CN(C2CCCC2)S(=O)(=O)C1 (configuration not stated)	-2.3	-1.2
CCc1ccc(OCCS(=O)(=O)Nc2cc(NC(C)=O)ccc2OC)cc1	-18.1	-18.2
CN1C=C/C(=C\c2cccc[n+]2C)c2ccccc21	13.0	0.4
COc1ccc(NC(=O)c2ncn(-c3cccc(C)c3)n2)cc1	-4.3	-2.2
O=C(Cc1cccs1)NCC1CCN(C(=O)Oc2ccccc2)CC1	6.5	-14.8
c1ccc(-c2nn(-c3ccccc3)[n+](-c3nn[nH]n3)n2)cc1	-6.1	12.3
CC1C(=O)N(Cc2cn(CC3CCCCC3)nn2)CCS(=O)(=O)N1Cc1ccc(-c2ccc(Cl)c(Cl)c2)cc1 (configuration not stated)	16.0	-8.9
COc1ccc(-n2c(=O)c3c(C)c(C)sc3n(CC(=O)NCc3ccccc3)c2=O)c(OC)c1	36.0	3.6
CCOc1ccc(C(=O)N2CC3CC2CC3NS(=O)(=O)c2ccccc2)cc1 (configuration not stated)	2.3	-1.4
COc1cccc(CNC(=O)c2c(C)noc2-c2cccc(C(F)(F)F)c2)c1	-8.7	1.7
O=C(CSCc1ccccc1)NCc1cc(-c2ccco2)on1	-4.0	2.1
CC(=O)N1c2ccc(S(=O)(=O)N3CCc4ccccc43)cc2CC1C (configuration not stated)	-3.0	-3.1
O=C(O)C1CCN(S(=O)(=O)c2cccc([N+](=O)[O-])c2)CC1	-3.1	-2.9
Cc1nc(N2CCN(C(=O)C3CCC3)CC2)c2c3c(sc2n1)CCCC3	18.1	-1.2
COc1ccc(N2CC(c3nnc(NC(=O)c4cccc(Cl)c4)o3)CC2=O)cc1 (configuration not stated)	56.4*	-1.7
O=C(NCCc1ccccc1Cl)C1CCN(S(=O)(=O)c2cccs2)CC1	-4.0	-5.4
Cc1ccc2c(c1)c1c(n2CC(O)Cn2nc(C)cc2C)CCCC1 (configuration not stated)	45.6	2.7
Cc1nc(C2CCN(C(=O)c3cccc(F)c3)CC2)sc1C(=O)NC1CCCC1	22.1	-1.5
CC(C)(C)C(O)CCNC(=O)C1CC=CCC1 (configuration not stated)	-5.2	2.2
O=C1c2ccccc2C(=O)N1CCc1ccccc1	-23.3	-0.5

Structural class, those above with a Cl atom (3)
SMILES	mHTT CaM bind	Pf apPOL inh
CC1C(=O)N(Cc2cn(CC3CCCCC3)nn2)CCS(=O)(=O)N1Cc1ccc(-c2ccc(Cl)c(Cl)c2)cc1 (configuration not stated)	16.0	-8.9
COc1ccc(N2CC(c3nnc(NC(=O)c4cccc(Cl)c4)o3)CC2=O)cc1 (configuration not stated)	56.4*	-1.7
O=C(NCCc1ccccc1Cl)C1CCN(S(=O)(=O)c2cccs2)CC1	-4.0	-5.4

Next entries follow.
SMILES	mHTT CaM bind	Pf apPOL inh
COCC(C)NC(=O)c1cccc(Br)c1 (configuration not stated)	-4.1	-6.0
CC1(C)CC(NC(=O)C2CCCC2)CC(C)(CNC(=O)C2CCCC2)C1 (configuration not stated)	-2.7	-1.4
c1coc(CSSCc2ccco2)c1	-2.5	/
CC1CCN(c2nc(Cl)nc(N3CCC(C)CC3)n2)CC1	-3.0	0.7
O=S(=O)(c1ccc(Cl)cc1)c1ccc(C(F)(F)F)cn1	-16.0	-0.2
CCn1c(N2CCC(C(=O)Nc3ccc(F)cc3)CC2)cc(=O)n(C)c1=O	27.5	-5.8
NC(=O)CSc1nc2ccccc2n1Cc1ccccc1	1.7	-4.9
COc1ccc(NC(=O)c2ccc(S(=O)(=O)N3CCc4ccccc43)cc2)c([N+](=O)[O-])c1	13.0	-0.5
O=[N+]([O-])c1ccccc1N1CCN(S(=O)(=O)Cc2ccccc2)CC1	10.1	-5.1
O=Cc1cn(CCOc2ccccc2F)c2ccccc12	-17.5	-4.1
CCOC(=O)c1ccc(N=C(N)SCc2ccc(Cl)cc2)cc1	/	0.5&4.3
COc1ccc(Cl)cc1/C=C/c1[nH]c(=O)[nH]c(=O)c1[N+](=O)[O-]	8.2	-8.7
CN(C(=O)C1C2CCCC1C2c1ccccc1)c1ccc(O)cc1 (configuration not stated)	5.0	1.6
CCNC(=O)N(C)Cc1ccsc1	-5.5	-3.5
COc1ccc(-n2nc(C)c3sc(N4CCCC(C(=O)NC5CCCC5)C4)nc32)cc1 (configuration not stated)	15.8	-1.4
CCc1ccc(OCC(=O)Nc2cc(Cl)c(OC)cc2OC)cc1	-13.4	-3.6
COc1ccc(-c2noc(C3CCN(CC(=O)Nc4ccccc4C)CC3)n2)cc1	66.0*	-1.5
CC(=O)c1ccc(NC(=O)c2cccc([N+](=O)[O-])c2)cc1	-3.5	-6.3
CCCNC(=O)C1CCN(c2nccnc2Sc2cccc(C)c2)CC1	-7.7	-2.1
O=C(CC1CCCC1)N1CCN(c2nc(CN3CCCC3)cs2)CC1	17.4	-2.4
CC(=O)OC(C)C1CCC2C3CCC4CC(=O)CCC4(C)C3CCC12C (configuration not stated)	/	-17.0
O=C(CSCC(=O)c1ccc(Br)cc1)c1ccc(Br)cc1	/	0.8
COc1ccccc1NC(=O)C1=C(C)Nc2ncnn2C1c1ccccc1[N+](=O)[O-] (configuration not stated)	16.0	-2.0
O=C1N=C(c2ccccc2)S/C1=C\c1cccs1	62.0*	-11.2
O=C(NC1CC1)C1CC(c2ccccc2)=NO1 (configuration not stated)	-1.1	-2.8
O=[N+]([O-])C(=C1SCCS1)C(SCc1ccccc1)=C(Cl)Cl	44.0	-8.6
O=C(Nc1ccc(F)cc1)C1CN(S(=O)(=O)c2cccnc2)CC12CCCCC2 (configuration not stated)	2.4	1.2
COc1ccc(-c2cc(-c3ccccc3)nc(SCC(N)=O)c2C#N)cc1OC	-4.2	-0.1
COc1cccc(C(=O)N=c2sc3cccc(OC)c3n2C)c1	-4.0	-3.2
COc1cccc(C2Nc3ccccc3-c3nnc(SC)nc3O2)c1 (configuration not stated)	5.0	-2.4
O=C(Nc1ccc(S(=O)(=O)Nc2cnc3ccccc3n2)cc1)c1cccnc1	-3.0	-10.7
Cc1ccc(C)c(CS(=O)(=O)N2CCC(CN3CCCC(C)C3)CC2)c1 (configuration not stated)	-3.2	-1.7
CC(NC(=O)CCN1C(=O)c2ccccc2C1=O)c1ccccc1 (configuration not stated)	2.0	1.3
CCCN1CCN(C2CCN(C(=O)c3ccc(OC)c(OC)c3)CC2)C1=O	3.4	-5.0
COc1ccc(CCNC(=O)CSc2n[nH]c(C)c2[N+](=O)[O-])cc1OC	0.0	6.3
Cc1ccccc1N1CCN(C(=O)c2ccccc2Cl)C(C)C1=O (configuration not stated)	-3.2	-1.1
O=C(c1cccs1)N1CCC(c2nc(C3CC3)n[nH]2)CC1	-0.9	1.5
O=C1C2CCCCC2C(=O)N1c1ccc(NCc2ccc(Cl)cc2)c([N+](=O)[O-])c1 (configuration not stated)	44.0	-17.1
COc1ccc(C2=C/C(=C\c3ccc(Br)cc3)C(=O)O2)cc1	-2.0	0.3
COCCNC(=O)Cn1c(C)c(C=O)c2ccccc21	5.3	-8.7

Six entries already listed, ordered by count of non-hydrogen atoms, lowest first.
SMILES	mHTT CaM bind	Pf apPOL inh
O=C1N=C(c2ccccc2)S/C1=C\c1cccs1	62.0*	-11.2
COCCNC(=O)Cn1c(C)c(C=O)c2ccccc21	5.3	-8.7
O=C(CSCC(=O)c1ccc(Br)cc1)c1ccc(Br)cc1	/	0.8
Cc1ccccc1N1CCN(C(=O)c2ccccc2Cl)C(C)C1=O (configuration not stated)	-3.2	-1.1
CC(=O)OC(C)C1CCC2C3CCC4CC(=O)CCC4(C)C3CCC12C (configuration not stated)	/	-17.0
COc1ccccc1NC(=O)C1=C(C)Nc2ncnn2C1c1ccccc1[N+](=O)[O-] (configuration not stated)	16.0	-2.0

Retrieved by structure from the entries so far, 4 records:
SMILES	mHTT CaM bind	Pf apPOL inh
O=C(Nc1ccc(F)cc1)C1CN(S(=O)(=O)c2cccnc2)CC12CCCCC2 (configuration not stated)	2.4	1.2
COc1cccc(C(=O)N=c2sc3cccc(OC)c3n2C)c1	-4.0	-3.2
Cc1ccccc1N1CCN(C(=O)c2ccccc2Cl)C(C)C1=O (configuration not stated)	-3.2	-1.1
O=C(CSCC(=O)c1ccc(Br)cc1)c1ccc(Br)cc1	/	0.8

Going on with the list.
SMILES	mHTT CaM bind	Pf apPOL inh
Cc1cc(C)nc(NC(=O)Cn2cnc3c2c(=O)n(C)c(=O)n3C)n1	3.1	1.1
CC(=O)N1CCc2cc(N3CC(C(=O)Nc4cc(C)cc(C)c4)CC3=O)ccc21 (configuration not stated)	3.3	-3.6
COc1ccc(CCNC(=O)C2(C)CCC(=O)N2CCC(C)C)cc1OC (configuration not stated)	-0.5	-3.0
CCOC(=O)Nc1ccc(Cl)c(N2CCCS2(=O)=O)c1	-13.5	-7.4
O=S(=O)(NCCC1=CCCCC1)c1ccc(Br)cc1	-43.9	-6.1
COc1ccccc1C=C1Oc2cc(OCC(C)=O)ccc2C1=O	21.1	-3.6
Cc1cccc(NC(=O)/C(C#N)=C/c2cc(C)n(-c3ccc(F)cc3)c2C)c1	7.0	-3.8
CCc1nnc(-c2cc(C)n(CC(=O)N3CCCC3)c2C)o1	-3.4	-2.0
COCCN1C(=O)Cc2ccccc2C1C(=O)NCc1ccc(SC)cc1 (configuration not stated)	-7.7	-3.9
O=C(c1ccccc1)N1CCCN(C2CCN(Cc3ccccc3)C2=O)CC1 (configuration not stated)	-1.9	4.6
Cc1ccc(NC(NC(=O)N(C)C)C(Cl)(Cl)Cl)cc1 (configuration not stated)	4.0	-4.7
Cc1cc(C)cc(NS(=O)(=O)c2ccc(Cl)cc2)c1	-18.2	-3.0
Cc1ccc(NC(=O)C2C3C4CCC(C4)C23)c(C)c1 (configuration not stated)	-2.6	1.9
O=C(Nc1cccc(Cl)c1Cl)c1ccc(I)o1	-4.7	-1.0
COC(=O)c1cc(-c2ccc(OC)cc2)on1	-32.0	-0.3
CC1(C)CC(=O)C2=C(C1)Nc1ncnn1C2c1ccc(C(F)(F)F)cc1 (configuration not stated)	-7.1	-0.9
CCOC(=S)SCc1ccc(C(=O)Oc2ccc(F)cc2F)cc1	/	-5.3
O=C(Nc1cccc(Cl)c1)c1noc2c1CCCCC2	-14.7	-3.7
Cc1cc(C)cc(NC(=O)N2CCCC2c2nc(-c3ccc(F)cc3F)no2)c1 (configuration not stated)	-10.4	-1.2
O=[N+]([O-])c1ccc(N2CCN(S(=O)(=O)c3ccccc3)CC2)c(F)c1	7.1	-12.1
Cc1ccc(C2=NN=C(c3ccc(C)cc3)CC(c3ccc(Cl)cc3)=C2)cc1	/	-1.6
Cc1cccc(C)c1NC(=O)c1cccc(C(=O)Nc2c(C)cccc2C)n1	23.0	-18.9
COc1ccc(NC2=CC(c3ccccc3)N(c3ccc(OC)cc3)C2=O)cc1 (configuration not stated)	2.0	-4.4
COc1cc(C=NNC(=O)C(C)n2nnc(N3CCOCC3)n2)cc(OC)c1OC (configuration not stated)	/	-3.8
Cc1c2cc(O)c(=O)cc-2oc2cc(O)c(O)cc12	100.3*	/
COc1ccc(CCNC(=O)C2CCN(Cc3ccccc3O)CC2)cc1OC	5.5	2.1
Cc1ccc(S(=O)(=O)Nc2nnc(C(F)(F)F)s2)cc1	-7.0	-1.6
c1ccc(Oc2cccc(CN3CCOCC3)c2)cc1	-10.7	5.1
CCN1CCCC1CNC(=O)c1ccc(Sc2ccccc2Cl)c([N+](=O)[O-])c1 (configuration not stated)	37.0	-0.2
O=C(NCCCCCCNC(=O)NCc1ccccn1)NCc1ccccn1	7.0	3.7
N=C1SCC(=O)N1c1nc(-c2ccccc2)cs1	5.0	1.7
CCOc1ccc(OCC)c(NC(=O)C(NS(=O)(=O)c2cccs2)C(C)C)c1 (configuration not stated)	2.0	1.6
Cc1cccc(C(=O)N2N=C(C(F)(F)F)CC2(O)c2cccc([N+](=O)[O-])c2)c1 (configuration not stated)	15.0	-0.1
O=C(NCc1cccc(F)c1)c1ccc(-c2ccsc2)nc1	-4.5	-3.7
CC(C)N1CCN(C(=O)C2CCCN(c3nnc4c(Cl)cccn34)C2)CC1 (configuration not stated)	-0.3	-2.3
CCCn1cnnc1C1CCCN(C(=O)c2ccccc2OC)C1 (configuration not stated)	-6.2	2.7
CC(=O)Nc1ccc(S(=O)(=O)NC(C)C(=O)O)cc1 (configuration not stated)	-13.6	1.0
Cc1cccc(C)c1NC(=O)C1(NC(=O)c2cnccn2)CCCCC1	-4.0	-6.4
CN(C)c1cc(OC2CCN(S(=O)(=O)c3cnc[nH]3)C2)ncn1 (configuration not stated)	2.1	-0.3
O=C(Cn1c2ccccc2c(=O)c2cc([N+](=O)[O-])ccc21)Nc1cccc(C(F)(F)F)c1	21.0	5.0
CC1=C(C(=O)OCc2ccccc2)C(c2cccc(F)c2)NC(=O)N1 (configuration not stated)	-13.6	1.1
c1ccc(C(Nc2ncnc3c2cnn3-c2ccccc2)c2ccccc2)cc1	9.0	11.1
COc1cc(C=O)ccc1OCc1c(F)cccc1Cl	-7.4	13.8
COc1ccc(-c2c(NC(=O)CCc3ccccc3)n[nH]c2C)cc1	-4.2	1.1
CC(C)NC(=O)c1ccc(OCC2CCCN(C(=O)c3ccc(F)cc3F)C2)cc1 (configuration not stated)	-6.8	-0.5
Cn1cnnc1SC=CC(=O)c1ccc(F)cc1	/	-8.0
O=C(Nc1nccs1)C1CCN(c2ncnc3c2nc2n3CCCCC2)CC1	10.1	-2.0
O=C(NCCc1csc(C2CCCN(C(=O)c3ccncc3)C2)n1)C1CCC1 (configuration not stated)	-6.4	5.9

An excerpt; rates above refer to the full screens.
